Bioassay records (PubChem)
EPAC1 agonist: EPAC1 (human) agonism; hit rate 0.073% among 360,000; EPAC1 agonist qHTS, biochemical assay; response scale: 100% = response to 6.5 mM cAMP; O95398; Potency, µM (doses to about 154 µM), for the others: top-dose activation, usual class: activators; further: potency means the concentration at half of the fitted maximal effect; nearly all actives have a fitted effect of over 60% in size
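EPAC1 100 nM, Rap1B–BODIPY-GDP 250 nM, unlabeled GDP 50 uM; compound titration; 5 min RT; kinetic read ex480/em540 at 5-min intervals ×30 min; data normalized to 6.5 mM cAMP agonist control.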
PI5P4K alpha inh: blocks human PI5P4K alpha kinase activity | P48426 | PI5P4Kalpha enzyme, ADP-Glo luminescence, 60 min; active compounds read low | max response, % | hit rate 1.2% among 330,000; active means max response of -50% or lower; inconclusive means between -30% and -50%; inactive means -30% or higher; further: value at the top dose of about 77 µM; on the % scale 0 is the no-effect control and ±100 the full control effect
Target sequence (P48426 whole entry, looked up): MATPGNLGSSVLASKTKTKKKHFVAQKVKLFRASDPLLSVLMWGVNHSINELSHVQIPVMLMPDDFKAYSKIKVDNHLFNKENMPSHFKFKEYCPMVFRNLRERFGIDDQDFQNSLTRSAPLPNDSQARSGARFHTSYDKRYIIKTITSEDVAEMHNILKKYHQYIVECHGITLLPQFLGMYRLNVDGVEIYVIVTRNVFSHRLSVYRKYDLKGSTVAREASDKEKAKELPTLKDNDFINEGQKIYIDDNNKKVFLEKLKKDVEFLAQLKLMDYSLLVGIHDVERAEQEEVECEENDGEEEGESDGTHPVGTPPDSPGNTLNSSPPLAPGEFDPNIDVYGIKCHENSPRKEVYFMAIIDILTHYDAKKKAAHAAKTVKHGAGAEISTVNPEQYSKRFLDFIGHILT
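Reactions run in 0.038 M HEPES pH 7.4, 0.28 mM EGTA, 0.1% CHAPS and 5% DMSO, with PI5P4Kalpha, substrate, compound and 5 microM ATP final, one hour at room temperature. Readout is ADP-Glo luminescence.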
HEK293 tox: cytotoxic in the GLP-1 receptor inverse agonist counter-screen. HEK293 cAMP-luciferase reporter cells, luminescence, 24 h. Potency, µM (top dose mostly 38.3 µM), without a hit: top-dose activity change, negative = inhibition, most hits filed as inhibitors. hit rate 0.13% among 410,000;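 further: loss of luciferase light is scored as toxicity; potency means the concentration at half of the fitted maximal effect; on the % scale 0 is the no-effect control and ±100 the full control effect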
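Step one: seed cells (200 cells/uL, DMEM with 10% Nu serum, 1% pen-strep). Step two: 12-hour incubation at 37 deg C. Step three: pin 23 nL compound, incubate 24 hr. Step four: add luciferase reagent, read luminescence 12 min later.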
GLP1R inv ag: inverse agonists of human GLP-1 receptor; Potency, µM (highest dose often 38.3 µM), for the others: at the top dose activity change, negative = inhibition, usual class: inhibitors; HEK293 GLP-1R CRE-luciferase, luminescence, 24 h; GLP-1R form is constitutively active; hit rate 1.6% among 410,000; further: potency means the concentration at half of the fitted maximal effect; on the % scale 0 is the no-effect control and ±100 the full control effect; nearly all actives have a fitted effect of over 55% in size
Target sequence (P43220 whole entry, looked up): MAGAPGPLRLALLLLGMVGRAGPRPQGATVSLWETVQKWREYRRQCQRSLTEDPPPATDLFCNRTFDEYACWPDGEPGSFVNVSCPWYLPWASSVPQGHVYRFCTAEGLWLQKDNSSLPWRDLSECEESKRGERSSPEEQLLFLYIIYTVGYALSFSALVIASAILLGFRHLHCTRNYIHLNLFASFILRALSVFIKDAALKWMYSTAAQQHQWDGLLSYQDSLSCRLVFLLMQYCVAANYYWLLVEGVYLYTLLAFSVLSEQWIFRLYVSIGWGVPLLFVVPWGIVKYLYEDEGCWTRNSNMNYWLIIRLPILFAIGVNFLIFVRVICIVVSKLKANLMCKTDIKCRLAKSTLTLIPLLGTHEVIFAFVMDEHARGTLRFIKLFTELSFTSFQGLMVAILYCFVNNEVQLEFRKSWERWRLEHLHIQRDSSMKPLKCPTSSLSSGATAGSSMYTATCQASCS
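HEK293 cells stably co-expressing constitutively active GLP-1R and a cAMP-responsive luciferase reporter were seeded in DMEM with 10% Nu serum, given compounds after 12 h, and incubated 24 h at 37 deg C. Luminescence was then read.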
IL2 activator: activators of IL-2; IL-2 activation reporter assay, cell-based qHTS; stimulated with anti-CD3/CD4/CD28 beads; in transgenic mouse T cells; activation, % (series mostly up to about 46 µM); hit rate 0.065% among 360,000; in the data active means activation above about 50%; inconclusive means mostly about 30% to 49%; further: 0% is about no effect
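Unstimulated transgenic mouse T cells, 750 per well, received compound and, after 60 minutes, anti-CD3/anti-CD4 bead plus anti-CD28 stimulation. EGFP and DsRed were quantified after 18 hours.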
GLP-1R agonist: agonists of human GLP-1 receptor; hit rate 0.007% among 380,000; AID 624172; P43220; HEK293 GLP-1R CRE-luciferase, luminescence, 4-6 h; cells express a hypersensitive GLP-1R form; Potency, µM (highest dose often 45.6 µM), for the others: top-dose activation, hits mostly activators; further: potency means the concentration at half of the fitted maximal effect; % of control where 0% means no effect
EPAC1 antag: blocks human EPAC1 exchange factor. O95398. EPAC1 GEF assay, Rap1b-BODIPY-GDP exchange fluorescence. Potency, µM (series often up to 115 µM), for the others: top-dose activity change, negative = inhibition, most hits filed as inhibitors. hit rate 0.14% among 360,000. AID 720709;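 further: potency means the concentration at half of the fitted maximal effect; plate controls were vehicle for no effect and positive control for full effect; nearly all actives have a fitted effect of over 50% in size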
PLK1 PBD inh: PLK1 (human) polo-box domain binding inhibition. hit rate 2.8% among 360,000. Plk1 PBD binding of FITC phosphopeptide, fluorescence polarization. Potency, µM, for the others: max response, negative = inhibition, most hits filed as inhibitors; further: potency means the concentration at half of the fitted maximal effect; series mostly up to about 57 µM; on the % scale 0 is the no-effect control and ±100 the full control effect; nearly all actives have a fitted effect of over 65% in size
PTHR1 ag: PTHR1 (human) receptor agonism; Q03431; HEK293 GP2 PTHR1 cells, GloSensor cAMP luminescence, 1 h; Potency, µM (top dose mostly 115 µM), for the others: at the highest dose activation, most hits filed as activators; hit rate 0.075% among 410,000; AID 743266; further: potency means the concentration at half of the fitted maximal effect; nearly all actives have a fitted effect of over 55% in size; some results filed as inactive show a strong effect at the top dose; inactives centre near -15; many of its hits are not listed in these tables
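HEK-293-derived GP2 cells expressing PTHR1 and a GloSensor cAMP reporter, 3,000/well, plated overnight, given luciferin plus IBMX (each 0.5 mM as added) for 1 h at 37 °C, then compound for 1 h at 37 °C. Luminescence was read after 15 min at room temperature.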
* marks the source's active call; other numbers are inactive results; i = inactive; ? = inconclusive; · = no result given; [ ] = dose if it differs, or a comment. Unless noted, the call rests on the fitted dose curve; in most records, active means well fitted curve in the direction sought with a large enough effect; inconclusive means small, poorly fitted or top-dose-only effect, or another doubt; inactive means no such curve, though single readings can be large; an effect the other way counts as inactive or inconclusive. This is a subset. The share of hits here may be higher or lower than overall.

Value order – EPAC1 agonist, PI5P4K alpha inh, HEK293 tox, GLP1R inv ag, IL2 activator, GLP-1R agonist, EPAC1 antag, PLK1 PBD inh, PTHR1 ag
> COC1=CC(=O)CC(C)C12Oc1c(Cl)c(OC)cc(OC)c1C2=O (stereo not given)
→ -3.5%, 2.1, -1.7%, -27.7%, -0.4, 18.6%, 7.2%, -7.8%, -6.5%
> CCN1C(=O)C(O)(CC(=O)/C=C/C=C/c2ccccc2)c2ccccc21 (stereo not given)
→ -3.7%, 3.4, ?, -7.1%, -3.3, -2.1%, 2.4%, -3.7%, -34.8%[inhibitor]
> CN(C(=O)C1CCOC1)c1nnc(-c2cnccn2)s1 (stereo not given)
→ -0.3%, 0.8, -11.0%, 5.3%, -1.2, -5.6%, 11.9%, -12.2%, i
> COc1cccc(NC(=O)COC(=O)c2cc(S(=O)(=O)N3CCOCC3)ccc2C)c1
→ 16.3%, -7.3, -1.1%, -12.5%, -0.3, -0.1%, 1.8%, -6.1%, -5.6%[57.5 µM]
> O=C(Nc1ccccc1)C1CC(=O)n2ncnc2N1 (stereo not given)
→ -1.6%, ·, 1.3%, 0.3%, 0.5, -0.1%, 0.1%, 1.6%, -16.4%
> Nc1nonc1-n1nnc(C(=O)N/N=C/c2c[nH]c3ccccc23)c1-c1ccccc1
→ 6.0%, -3.6, -5.1%, 12.6µM*, -0.6, -0.7%, -8.5%, 4.2%, -19.6%
> O=C(c1cccc(C(=O)N2CCN(c3ncccn3)CC2)c1)N1CCN(c2ncccn2)CC1
→ 0.0%, 1.8, -9.5%, 8.2%, -0.3, -2.7%, 0.0%, 0.1%, i
> COc1ccccc1C1NC(=O)NC(C)=C1C(=O)OC1CCCC(C)C1 (stereo not given)
→ 3.1%, 14.1, -1.3%, -20.0%, -0.2, 11.2%, -15.8%, 1.9%, -22.9%
> O=C(COC(=O)CNC(=O)c1ccco1)Nc1ccc(Cl)cn1
→ 2.6%, -2.6, 9.3%, 3.6%, 2.2, -7.3%, 10.3%, -1.1%, i
> Cc1ccc(NC(=O)C2(C)CCN2C(=O)CC(c2ccccc2)c2ccccc2)cc1 (stereo not given)
→ -3.7%, 20.9, 0.6%, ?, -0.8, 1.1%, -3.4%, -4.9%, -21.4%
> CC1(c2ccccc2)NC(=O)N(CC(=O)NCCC2=CCCCC2)C1=O (stereo not given)
→ 7.5%, 0.6, -12.3%, -8.8%, -0.6, -11.6%, -12.6%, -22.7%, -11.4%[57.5 µM]
> O=C(N/N=C/c1cc(Br)ccc1O)c1ccncc1
→ 6.2%, -0.6, 32.1%[activator], ?, -1.2, 26.6%, 8.2%, 11.8%, -14.9%
> Cc1ccn(CC(=O)O)c(=O)c1
→ -3.7%, ·, 33.2%[activator], 0.0%, -2.6, 0.4%, 7.9%, -1.5%, -7.5%[57.5 µM]
> CCCCCC(=O)N/N=C/c1cc(Br)c(O)c(OC)c1
→ 9.4%, -16.6, 7.1%, 37.3%[activator], -0.2, 6.0%, 5.1%, -9.2%, -0.3%
> COc1cccc(NC(=S)NCCC(c2ccccc2)c2ccccc2)c1
→ 6.7%, 8.7, ?, ?, -0.4, -2.7%, -9.1%, -5.4%, i
> CCCCn1c(CN2CCN(C(=O)c3ccco3)CC2)nc2c1c(=O)n(C)c(=O)n2C
→ 1.2%, 9.3, 1.7%, 40.4%[activator], -0.7, 12.6%, 8.3%, -6.9%, i
> CCCCOc1ccc(S(=O)(=O)NNC(=O)C2Cc3c(ccc4ccccc34)O2)cc1 (stereo not given)
→ 3.2%, ·, 14.0%, 1.1%, -0.9, 4.1%, -17.8%, -1.5%, i
> Cc1cccc(Oc2cc([N+](=O)[O-])cc3c2C(=O)Nc2ccccc2O3)c1
→ 3.3%, ?, -13.5%, 20.2%, 0.3, 10.7%, -26.2%, 9.0%, -38.6%[inhibitor]
> COC(=O)N[C@@H]1C[C@H]2[C@@H]3CC[C@H]4C[C@@H](OC)CC[C@]4(C)[C@H]3CC[C@]12C
→ -4.1%, -1.0, 4.5%, 18.5%, 0.2, 1.9%, -11.7%, 4.6%, i
> CCN1C(=O)[C@H]2[C@@H](c3ccc(C)cc3)N3C(=O)N(c4cccc(F)c4)C(=O)[C@@]3(Cc3ccc(Cl)cc3)[C@H]2C1=O
→ -1.3%, -5.0, -5.8%, ?, -0.2, -1.1%, -6.8%, -3.2%, -36.5%[inhibitor]

Single records, as listed above:
COc1cccc(NC(=S)NCCC(c2ccccc2)c2ccccc2)c1 is listed with EPAC1 agonist: 6.7%; PI5P4K alpha inh: 8.7; HEK293 tox: ?; GLP1R inv ag: ?; IL2 activator: -0.4; GLP-1R agonist: -2.7%; EPAC1 antag: -9.1%; PLK1 PBD inh: -5.4%; PTHR1 ag: i
COC(=O)N[C@@H]1C[C@H]2[C@@H]3CC[C@H]4C[C@@H](OC)CC[C@]4(C)[C@H]3CC[C@]12C is listed with EPAC1 agonist: -4.1%; PI5P4K alpha inh: -1.0; HEK293 tox: 4.5%; GLP1R inv ag: 18.5%; IL2 activator: 0.2; GLP-1R agonist: 1.9%; EPAC1 antag: -11.7%; PLK1 PBD inh: 4.6%; PTHR1 ag: i

Later entries
Value order – EPAC1 agonist, PI5P4K alpha inh, HEK293 tox, GLP1R inv ag, IL2 activator, GLP-1R agonist, EPAC1 antag, PLK1 PBD inh, PTHR1 ag
> O=C(NC1CCCC1)C1CCCN1C(=O)Nc1ccccc1Cl (stereo not given)
→ 4.0%, -7.2, 5.0%, 15.7%, 1.2, -1.0%, -3.9%, -0.9%, 7.2%
> Cc1nc(NCCCn2ccnc2)c2ccccc2n1
→ 1.2%, ·, -22.8%, 8.9%, -2.2, -2.5%, 9.8%, -3.2%, -16.8%[57.5 µM]
> CCC(C)N(C(=O)Cn1nnc(-c2ccc(Cl)cc2)n1)C1CCS(=O)(=O)C1 (stereo not given)
→ 5.1%, -2.4, -0.9%, -5.5%, -2.8, 9.6%, -10.3%, -3.4%, i
> CN(C1CCCC1)C1CCN(C(=S)Nc2cc(F)cc(F)c2)CC1
→ 2.6%, -4.8, 10.3%, -25.2%, 1.4, 6.6%, -27.4%, -7.6%, -6.0%
> COc1ccc(CCN2CC(C(=O)NCC3(O)CCCCC3)CCC2=O)cc1 (stereo not given)
→ 1.7%, 2.6, -4.9%, 10.8%, -1.6, 2.2%, -17.9%, -4.5%, -9.7%
> Nn1c(-c2ccccc2Cl)nnc1-c1ccccc1Cl
→ -10.8%, -5.8, -15.0%, 132.7%[activator], -2.6, -7.1%, -9.8%, -8.1%, -1.6%[57.5 µM]
> CCc1ccc(OCC2c3cc(OC)c(OC)cc3CCN2C(C)=O)cc1 (stereo not given)
→ 6.3%, 1.5, 0.0%, 18.7%, -0.2, ?, -9.5%, -9.2%, -23.0%
> Cc1ccc(Sc2ccc(S(=O)(=O)Nc3ccc(C(=O)O)cc3)cc2)cc1C
→ -6.1%, -12.5, -12.7%, -1.4%, 0.0, -2.4%, 70.8µM*, ?, ?
> Cc1ccc2nc(N(CCCN(C)C)C(=O)c3ccc4ncsc4c3)sc2c1
→ 3.4%, ?, ?, ?, -2.8, 3.6%, 3.9%, 21.2µM*, -12.7%
> CN(Cc1ccccc1)c1nc(-c2ccc([N+](=O)[O-])cc2)nc2ccccc12
→ -3.4%, 11.6, 8.3%, 2.5%, 0.9, 2.6%, 4.0%, -1.7%, i
> COc1ccc2[nH]c(=O)c(CN(CCN(C)C)C(=O)NCc3ccccc3)cc2c1
→ 0.9%, 5.9, -3.3%, -8.1%, 0.0, 10.9%, 1.4%, -8.2%, -25.9%[57.5 µM]
> CCOc1ccc(CNC(=O)CCCN2C(=O)C(c3ccccc3)Oc3cccnc32)cc1 (stereo not given)
→ 5.1%, -2.4, -2.8%, -15.2%, 0.4, 0.0%, 13.1%, -15.7%, -23.5%
> S=C(Nc1cccc(Cl)c1)NC1CC2CCCC(C1)N2C1CCCC1 (stereo not given)
→ 8.3%, 2.9, -23.9%, ?, -2.6, 2.7%, -25.0%, -11.9%, i
> COc1ccc(NS(=O)(=O)c2cc3c(cc2C)N(C(C)=O)CCO3)c(OC)c1
→ -3.7%, -9.1, 4.2%, 7.7%, -1.9, 15.9%, 14.4%, 2.0%, -24.0%
> O=C(NCCc1ccccc1)C1CCN(S(=O)(=O)c2cccs2)CC1
→ 7.1%, ·, -0.4%, 6.5%, -1.9, -5.9%, 4.8%, -15.9%, -3.5%[57.5 µM]
> O=C(Nc1ccc(N2CCN(c3ccccc3)CC2)c(F)c1)C1CC1
→ 10.7%, 1.4, 0.4%, 8.7%, 0.2, -2.8%, 2.1%, -5.4%, i
> Clc1ccc(CNc2ccc(N3CCN(Cc4ccccc4)CC3)cc2)cc1
→ 16.1%, 13.5, 5.1%, ?, -0.8, 0.8%, -21.9%, 0.8%, -37.5%[inhibitor]
> Cc1cc(C)cc(NC(=S)NCCc2c[nH]c3ccccc23)c1
→ 14.8%, 6.4, 5.5%, ?, -0.4, 0.8%, -27.3%, -3.2%, -3.9%[57.5 µM]
> O=C(NCCn1cc(SCC(=O)N2CCOCC2)c2ccccc21)c1c(F)cccc1F
→ -12.1%, -4.9, -6.1%, 11.6%, -1.0, -4.2%, -2.5%, -4.5%, -6.6%
> CC(=O)N1Cc2[nH]c3ccccc3c2CC1C(=O)O (stereo not given)
→ 3.1%, 2.9, -1.1%, -17.6%, 4.1, -2.3%, -6.3%, -3.6%, i
> COCCNC(=O)Cn1cc(C(=O)c2ccco2)c2ccccc21
→ 4.7%, -2.9, -1.5%[0.307 µM], -16.9%[0.307 µM], 1.1, -2.4%, 5.3%, -5.3%, i
> O=C(Cn1cnc2c(nnn2Cc2ccc(F)cc2)c1=O)OCc1ccccc1
→ 12.2%, ·, -4.7%, -8.9%, -2.4, 0.0%, -4.3%, -1.1%, i
> CCN(CC)C(=O)C1=C(C)N(CCCN2CCCC2=O)C(=O)C(CC(=O)NCCc2ccccn2)C1 (stereo not given)
→ 0.9%, -9.4, 13.4%, 7.8%, 0.6, 0.7%, -16.8%, 0.6%, -16.3%
> O=C(CO/N=C/c1ccccc1)N1c2ccccc2Oc2ccccc21
→ 6.5%, 4.7, -11.0%, 8.91µM*, -0.9, -1.2%, 2.2%, -0.5%, -61.4%[inhibitor]
